Assay outcomes: PubChem BioAssay, The Scripps Research Institute Molecular Screening Center
MITF primary – blocks human microphthalmia-associated transcription factor | AlphaScreen MITF homodimerization, bead proximity signal | inhibition, % at 2.6 µM | 650,000 compounds, 0.91% hits | AID 1259374; in the data active = inhibition above about 50%;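 also: 0% = vehicle wells with protein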
Target sequence (O75030 whole entry, looked up): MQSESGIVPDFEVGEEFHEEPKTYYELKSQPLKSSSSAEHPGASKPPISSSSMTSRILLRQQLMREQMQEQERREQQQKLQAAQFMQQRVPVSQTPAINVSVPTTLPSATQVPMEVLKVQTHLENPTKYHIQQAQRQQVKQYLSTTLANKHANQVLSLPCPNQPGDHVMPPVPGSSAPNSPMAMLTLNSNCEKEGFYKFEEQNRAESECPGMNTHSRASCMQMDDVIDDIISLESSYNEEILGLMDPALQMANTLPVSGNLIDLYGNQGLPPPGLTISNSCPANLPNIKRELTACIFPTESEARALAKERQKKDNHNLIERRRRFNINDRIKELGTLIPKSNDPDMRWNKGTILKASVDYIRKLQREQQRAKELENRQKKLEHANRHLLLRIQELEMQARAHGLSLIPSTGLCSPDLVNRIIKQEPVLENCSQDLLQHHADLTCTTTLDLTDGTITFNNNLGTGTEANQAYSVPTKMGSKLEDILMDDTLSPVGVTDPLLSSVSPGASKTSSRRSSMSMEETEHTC
FBW7 act – activators of human E3 ligase FBW7; AlphaScreen FBW7–phospho-cyclin E peptide binding, activator screen; normalized activity (activation), % at 26.1 µM; AID 1259310; 650,000 compounds, 0.13% hits; in the data active = normalized activity above about 1.9%;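 also: purified mutant Fbw7 with reduced substrate affinity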
GPR151 ag – activators of human GPR151; Q8TDV0; 650,000 compounds, 1% hits; AID 1508602; activation, % at 11.2 µM; PathHunter beta-arrestin GPR151 cells, luminescence; in the data active = activation above about 4.9%;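 also: 0% = median of compound wells and 100% = cells with positive control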
Target sequence (Q8TDV0 whole entry, looked up): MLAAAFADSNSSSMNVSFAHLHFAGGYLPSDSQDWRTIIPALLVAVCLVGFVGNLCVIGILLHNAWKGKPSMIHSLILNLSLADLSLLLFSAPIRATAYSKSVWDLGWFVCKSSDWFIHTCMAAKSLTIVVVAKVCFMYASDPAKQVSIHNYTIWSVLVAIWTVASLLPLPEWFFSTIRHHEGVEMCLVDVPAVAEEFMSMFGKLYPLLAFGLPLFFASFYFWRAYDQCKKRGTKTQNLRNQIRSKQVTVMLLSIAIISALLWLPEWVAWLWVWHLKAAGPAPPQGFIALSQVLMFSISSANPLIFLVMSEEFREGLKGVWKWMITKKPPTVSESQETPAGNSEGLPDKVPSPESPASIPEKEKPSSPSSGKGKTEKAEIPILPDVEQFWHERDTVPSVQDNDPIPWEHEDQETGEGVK
TEAD-YAP block – TEAD-YAP interaction inhibition | HEK-TIYL cells, TEAD-Gal4/YAP UAS-luciferase luminescence | inhibition, % at 9.12 µM | 640,000 compounds, 1.4% hits | AID 1259422; in the data active = inhibition above about 32%;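 also: 0% = median of test compound wells and 100% = reference inhibitor wells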
An asterisk follows results filed as active. This is a random part of the collection; 3.5% or so of the library scored in one or more.

Preview (4 entries):
1) O=[N+]([O-])c1ccc(S(=O)(=O)N2CCN(C3CCCCC3)CC2)cc1
2) Cc1nc2c(c(=O)[nH]1)CN(CC(C)Cc1ccc3c(c1)OCO3)CC2 (stereo not drawn)
3) O=C(NCc1cccnc1)c1cnc(Nc2ncccn2)s1
4) Nc1cn(-c2ccccc2)nc1-c1ccc(Cl)cc1
compound no.	1	2	3	4
MITF primary	44	22	13	13
FBW7 act	-0.6	0.4	0.0	0.7
GPR151 ag	0.3	-0.1	1.2	-2.0
TEAD-YAP block	-9	11	-8	-81

This part in full, from the first entry:
1) O=[N+]([O-])c1ccc(S(=O)(=O)N2CCN(C3CCCCC3)CC2)cc1
2) Cc1nc2c(c(=O)[nH]1)CN(CC(C)Cc1ccc3c(c1)OCO3)CC2 (stereo not drawn)
3) O=C(NCc1cccnc1)c1cnc(Nc2ncccn2)s1
4) Nc1cn(-c2ccccc2)nc1-c1ccc(Cl)cc1
5) CCOc1ccc2[nH]c(S(=O)(=O)CC)nc2c1Cl
compound no.	1	2	3	4	5
MITF primary	44	22	13	13	3
FBW7 act	-0.6	0.4	0.0	0.7	1.0
GPR151 ag	0.3	-0.1	1.2	-2.0	-1.2
TEAD-YAP block	-9	11	-8	-81	-6

6) N#C/C(=C\c1ccc(-c2ccccc2)o1)c1nc(N)c(C#N)c(N)c1C#N
7) Cc1ccc(N2CCN(C(=O)COc3ccccc3)CC2)nn1
8) CCOc1cccc(C2NC(=O)NC(C)=C2C(=O)OCCOc2ccccc2)c1 (stereo not drawn)
9) CCCN1CCC(Nc2ccc(SC)cc2)CC1
10) O/C(=C\c1nc2ccccc2[nH]1)C(F)(F)F
compound no.	6	7	8	9	10
MITF primary	-7	2	-2	35	-6
FBW7 act	-0.3	0.4	-0.4	0.8	0.1
GPR151 ag	0.3	0.5	1.4	-0.4	0.3
TEAD-YAP block	-22	-1	-5	9	-7

11) CN(C)c1ccc(-c2cc(C#N)on2)cc1
12) Cc1ccccc1C(=O)Nc1cccc(C(=O)N/N=C/c2cc([N+](=O)[O-])ccc2O)c1
13) O=C(NC1CCCCC1)c1cc2ccccc2c(=O)o1
14) COc1cccc(/C=C2/Sc3ccc(C(=O)NC4CCCC4)cc3NC2=O)c1
15) CCOC(=O)c1sc(NC(=O)CCCCCN2C(=O)c3cccc4cccc(c34)C2=O)nc1C
compound no.	11	12	13	14	15
MITF primary	0	10	14	0	-14
FBW7 act	0.1	0.0	1.4	0.1	-0.1
GPR151 ag	1.2	1.2	0.4	0.2	2.3
TEAD-YAP block	0	-4	-42	-3	-2

16) Cc1cccc(NC(=S)NCCO)c1C
17) COc1ccc(/C=C(/NC(=O)c2ccccc2)C(=O)N/N=C/c2ccc(O)cc2)cc1
18) CCCCOc1ccc2c(oc(=O)c3ccccc32)c1C
19) Cc1cc(C)cc(CN2CCc3nnc(CCNC(=O)c4ccco4)n3CC2)c1
20) COc1ccc(CN2CCN(Cc3cccc(Br)c3)CC2)cc1OC
compound no.	16	17	18	19	20
MITF primary	17	10	1	0	40
FBW7 act	-0.1	0.0	0.0	0.6	0.0
GPR151 ag	-0.4	-0.5	1.0	0.1	0.1
TEAD-YAP block	8	12	-1	-7	-5

21) CCCc1oc2ccc(NS(=O)(=O)c3cccc([N+](=O)[O-])c3)cc2c1C(=O)OCC
22) Cc1cccc(C)c1-n1c(C)cc(/C=N/NC(=O)C(=O)N2CCCCC2)c1C
23) COC(=O)c1ccc2c(c1)N(Cc1ccccc1F)C(=O)c1ccccc1S2=O (stereo not drawn)
24) CCOc1ccc(/C=N/NS(=O)(=O)c2ccc(Cl)cc2)cc1
25) CN1CCN(S(=O)(=O)c2cc(C(=O)O)ccc2F)CC1
compound no.	21	22	23	24	25
MITF primary	-18	5	0	-2	4
FBW7 act	-0.2	-0.1	-0.2	-0.1	0.1
GPR151 ag	0.2	-0.5	-0.4	-1.3	0.3
TEAD-YAP block	-1	1	-14	-7	3

26) O=C1C2C(C(=O)N1c1ccc(Br)cc1[N+](=O)[O-])C1C=CC2C12CC2 (stereo not drawn)
27) CCCC(=O)N1c2ccccc2C(=C2SC(C(=O)OC)=C(C(=O)OC)S2)C(=S)C1(C)C
28) Cc1ccc(CNC2CCN(Cc3ccccc3)CC2)o1
29) CC(=O)c1cccc(NC(=O)/C(=C/c2cccc([N+](=O)[O-])c2)NC(=O)c2ccccc2Br)c1
30) COc1cccc(N2CC(CNC(C)=O)OC2=O)c1 (stereo not drawn)
compound no.	26	27	28	29	30
MITF primary	12	1	23	-16	16
FBW7 act	0.1	-0.1	-0.1	0.2	0.2
GPR151 ag	-1.9	0.5	0.0	3.0	-1.0
TEAD-YAP block	6	-13	1	15	21

31) NC(=O)C1CCN(S(=O)(=O)c2ccc3[nH]c(=O)ccc3c2)CC1
32) O=C(CCc1cn[nH]c1)N1CCC(CO)(Cc2ccccc2C(F)(F)F)CC1
33) CCC(C)(C)NC(=O)c1ccc2c(c1)N(CC(=O)Nc1ccccc1F)C(=O)C(C)(C)O2
34) CC1CCc2nn(CC(=O)NC(C)C)cc2C1 (stereo not drawn)
35) CCOC(=O)c1nn(-c2ccccc2)c(=O)c2c(NC(=O)Cc3cccs3)scc12
compound no.	31	32	33	34	35
MITF primary	9	2	10	8	0
FBW7 act	0.0	0.1	-0.1	0.0	0.0
GPR151 ag	0.5	0.1	0.8	1.0	0.2
TEAD-YAP block	3	5	10	6	1

36) COc1ccc(-c2c[n+](CC(=O)OC3CC(C)CCC3C(C)C)c3n2CCCCC3)cc1 (stereo not drawn)
37) COc1ccc(S(=O)(=O)Nc2cccc(S(=O)(=O)N3CCCCCC3)c2)cc1
38) CC(C)(Oc1ccc(Cl)cc1)C(=O)Nc1ccccc1C(N)=O
39) C=CCOc1ccc(CNCCO)cc1OC
40) CC(=O)c1ccc(NC(=O)c2cc([N+](=O)[O-])cc([N+](=O)[O-])c2N)cc1
compound no.	36	37	38	39	40
MITF primary	18	1	-6	14	1
FBW7 act	0.0	-0.1	-0.1	0.5	0.2
GPR151 ag	5.3*	-2.1	2.0	-2.3	0.1
TEAD-YAP block	86*	3	-11	-9	4

41) CCc1ccc(N2CC(C(=O)NC3=NCCS3)CC2=O)cc1 (stereo not drawn)
42) CC1=C(C(=O)Nc2ccc(C)cn2)C(c2ccccc2C(F)(F)F)C2=C(CC(C)(C)CC2=O)N1 (stereo not drawn)
43) CC(=O)c1ccc(-c2ccc(C(=O)NCc3ccco3)c(NCc3cccnc3)n2)s1
44) CC(C)(C)c1ccc(C(=O)NNC(=O)C2OC3OC4(CCCCC4)OC3C3OC4(CCCCC4)OC23)cc1 (stereo not drawn)
45) COCCNC(=O)c1ccc(CNS(=O)(=O)c2ccc(Cl)cc2)cc1
compound no.	41	42	43	44	45
MITF primary	7	-16	7	-1	12
FBW7 act	0.1	0.4	0.0	-0.2	0.0
GPR151 ag	-1.3	-1.2	-0.3	3.1	0.8
TEAD-YAP block	-1	0	6	29	1

Arranged by number of heavy atoms (smallest number first): seven of the compounds above.
39) C=CCOc1ccc(CNCCO)cc1OC
38) CC(C)(Oc1ccc(Cl)cc1)C(=O)Nc1ccccc1C(N)=O
45) COCCNC(=O)c1ccc(CNS(=O)(=O)c2ccc(Cl)cc2)cc1
43) CC(=O)c1ccc(-c2ccc(C(=O)NCc3ccco3)c(NCc3cccnc3)n2)s1
36) COc1ccc(-c2c[n+](CC(=O)OC3CC(C)CCC3C(C)C)c3n2CCCCC3)cc1 (stereo not drawn)
42) CC1=C(C(=O)Nc2ccc(C)cn2)C(c2ccccc2C(F)(F)F)C2=C(CC(C)(C)CC2=O)N1 (stereo not drawn)
44) CC(C)(C)c1ccc(C(=O)NNC(=O)C2OC3OC4(CCCCC4)OC3C3OC4(CCCCC4)OC23)cc1 (stereo not drawn)
compound no.	39	38	45	43	36	42	44
MITF primary	14	-6	12	7	18	-16	-1
FBW7 act	0.5	-0.1	0.0	0.0	0.0	0.4	-0.2
GPR151 ag	-2.3	2.0	0.8	-0.3	5.3*	-1.2	3.1
TEAD-YAP block	-9	-11	1	6	86*	0	29

The listing continues:
46) O=C(CNc1ccc(I)cc1)N/N=C/c1cc([N+](=O)[O-])ccc1O
47) COc1ccc(C2C(=O)N(C3CCCCC3)CC(=O)N2Cc2ccc(C)cc2)cc1 (stereo not drawn)
48) CCOc1ccccc1-n1c(=S)sc2c(=O)n(-c3ccc(F)cc3)c(SCc3csc(C)n3)nc21
49) Cc1nc(N)n2c(SCC(=O)NC(C)(C)C)nnc2c1Cc1ccccc1
50) CCCOc1cc(C)nc(-c2ccccc2O)n1
compound no.	46	47	48	49	50
MITF primary	14	7	-14	-4	-3
FBW7 act	-0.3	0.0	-0.1	-0.1	0.0
GPR151 ag	2.4	1.1	-0.5	-0.5	1.7
TEAD-YAP block	5	-5	-11	1	-5

51) COCCCNC(=O)C(=O)NCCc1ccc(OC)c(OC)c1
52) CCC(=O)C1=C(c2ccc(C)cc2)N(C(=O)CC)n2c(C)nnc2S1
53) COc1ccc(C2CC(=O)C3=C(C2)NC(C)=C(C(=O)OC2CCCC2)C3c2ccncc2)cc1 (stereo not drawn)
54) CC(=O)c1ccc(Oc2ccccc2)cc1
55) CCC(Oc1ccccc1)C(=O)Nc1nc(-c2ccccc2)c(C)s1 (stereo not drawn)
compound no.	51	52	53	54	55
MITF primary	4	11	-8	-4	22
FBW7 act	-0.2	-0.6	0.0	0.1	0.1
GPR151 ag	3.7	1.2	0.3	0.8	-0.6
TEAD-YAP block	4	8	13	2	8

56) O=[N+]([O-])c1cccc2c(N3CCCCC3)ccnc12
57) Cc1cn2c3c(=O)n(CC(C)C)c(=O)n(C)c3nc2n1-c1ccc(Br)cc1
58) O=C1CCCN1CCn1cnc2c(NCCOc3ccccc3)nc(Cl)nc21
59) CCCOc1ccc(C2C(C(=O)OC3CCCCC3)=C(C)NC3=C2C(=O)CC(c2ccccc2)C3)cc1OC (stereo not drawn)
60) CC1=Nc2cccc3cccc(c23)N1c1ccccc1
compound no.	56	57	58	59	60
MITF primary	23	-11	7	-12	20
FBW7 act	0.8	-0.1	0.0	0.1	0.0
GPR151 ag	-1.0	0.4	0.0	1.4	-1.0
TEAD-YAP block	-12	-2	-10	-8	-18

61) CCc1nnc(-c2ccc(NC(=O)c3ccc(F)c(F)c3)cc2)o1
62) COc1ccc(C2=N/C(=C\c3ccc(OC(F)(F)F)cc3)C(=O)O2)cc1OC
63) CCn1c(=NC(=O)C2CC2)sc2cccc(F)c21
64) COc1ccc(-n2c(SC)nc3c(c2=O)SCC3)cc1OC
65) Nc1ncnc(N2CCCCC2)c1[N+](=O)[O-]
compound no.	61	62	63	64	65
MITF primary	12	-4	-2	0	-1
FBW7 act	0.6	-0.1	0.1	0.1	0.0
GPR151 ag	-1.2	1.4	-0.5	0.7	-0.7
TEAD-YAP block	-5	-10	10	-2	37*

66) COc1ccc2c(c1)CC(C)(C)n1c(-c3cc(OC)c(OC)c(OC)c3)nnc1-2
67) CCOC(=O)N1CCN(Cc2ccc3c(c2)CN(C(=O)Cc2cccnc2)CCO3)CC1
68) Cc1c(CNC2CCCc3ccccc32)c(C(=O)O)c(C)n1Cc1c(F)cccc1Cl (stereo not drawn)
69) NCCn1c(C(F)(F)F)nc2ccccc21
70) CCCCNC(=S)Nc1ccc2[nH]c(=O)[nH]c2c1
compound no.	66	67	68	69	70
MITF primary	-17	-8	13	27	-8
FBW7 act	0.5	-0.3	-0.2	0.0	0.0
GPR151 ag	-1.0	0.2	0.4	-1.4	-1.0
TEAD-YAP block	0	-1	0	-7	2

71) COc1ccc(NC(=O)N2CCn3c2nc2ccccc23)cc1
72) COc1ccc(-c2cc(C(F)(F)F)n3ncc(C(=O)Nc4ccccn4)c3n2)cc1OC
73) O=C(CN(Cc1ccc(F)cc1)C(=O)c1csnn1)NCCc1ccccc1
74) CCNC(=O)C1Cc2ccccc2N1C(=O)Nc1cccs1 (stereo not drawn)
75) C=CCNC(=S)N/N=C/c1ccc(O)cc1
compound no.	71	72	73	74	75
MITF primary	-16	14	5	-7	-4
FBW7 act	-0.1	0.2	0.0	-0.7	0.8
GPR151 ag	2.3	0.0	0.5	0.8	2.9
TEAD-YAP block	-11	9	3	-1	9

By substructure: those above with a COOH group (two)
25) CN1CCN(S(=O)(=O)c2cc(C(=O)O)ccc2F)CC1
68) Cc1c(CNC2CCCc3ccccc32)c(C(=O)O)c(C)n1Cc1c(F)cccc1Cl (stereo not drawn)
compound no.	25	68
MITF primary	4	13
FBW7 act	0.1	-0.2
GPR151 ag	0.3	0.4
TEAD-YAP block	3	0

Continued.
76) CC(=O)Nc1cc(C(=O)OCC(=O)c2ccc(Cl)c(Cl)c2)ccc1C
77) CC(=O)Nc1ccc(NC(=O)CSCc2ccc(Br)cc2)cc1
78) CC1=C(C(=O)OCc2ccccc2)C(c2ccc([N+](=O)[O-])cc2)C2=C(CC(C)(C)CC2=O)N1 (stereo not drawn)
79) CC(=O)Nc1nnc(SCC(=O)N(C(C)C)C(C)C)s1
80) CC1CN(CCNC(=O)c2cccc(-c3ccco3)c2)Cc2ccccc2O1 (stereo not drawn)
compound no.	76	77	78	79	80
MITF primary	-2	0	-11	6	8
FBW7 act	-0.1	0.2	0.0	-0.1	0.9
GPR151 ag	2.4	-0.9	1.2	0.3	-1.5
TEAD-YAP block	-27	-11	1	-4	-16
